FLuc modulator – firefly luciferase modulation, counter-screen for miR-21 project | Potency, µM (top dose mostly 57.5 µM), for the others: at the top dose activity change, negative = inhibition, most hits filed as inhibitors | P08659 | purified FLuc, Km substrates, luminescence inhibition | 360,000 tested, 6.9% active | AID 588342;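 also: potency is read from the fitted curve at half-maximal effect; plate controls were vehicle for no effect and reference inhibitor for full effect; nearly all actives have a fitted effect of over 55% in size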
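Purified P. pyralis luciferase (10nM final) with 10uM D-luciferin and 10uM ATP (Km levels) in 50mM Tris acetate pH 7.5, 10mM Mg acetate, 0.01% Tween-20, 0.05% BSA; qHTS 6-point titration, ~60 µM downward; luminescence read.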
FBPA coupling cs – inhibits coupling enzyme system, counter-screen for aldolase hits | coupling enzyme system counterscreen, AmpLite Red fluorescence | AID 2472 | 290,000 tested, 0.67% active | activity change, negative = inhibition, % at 58.2 µM, hits read low; in the data active = activity change below about -30%; also: % is scaled to controls: 0 for no effect and ±100 for the full control effect
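Final compound at 57.5 uM, incubated 10 min at RT with coupling enzyme reagent (glyceraldehyde-3-phosphate), then 20 min with substrate and AmpLite Red detection. Fluorescence read at 525/598 nm; tests interference with the coupling assay, not aldolase inhibition.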
KCNH2 3.1 block – blocks the human KCNH2 3.1 channel isoform | 340,000 tested, 0.95% active | U2OS KCNH2 3.1, thallium flux FluxOr; hits give low values | activity change, % (tested at about 1.8 µM);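 active = maximum activity change below -70%; inconclusive = maximum activity change from -70% to -50%; inactive = maximum activity change above -50%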;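 also: thallium influx rate constant from kinetic fluorescence after stimulation buffer; % is scaled to controls: 0 for no effect and ±100 for the full control effect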
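Thallium flux via FluxOr fluorescence (Red40 quencher, 45 min loading) in U2OS cells virally expressing the KCNH2 3.1 isoform (1.77 x 10^8 /mL virus, overnight at 37 C). Rate constants from 2-min kinetic reads post-stimulation, normalised to positive and negative controls.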
Giardia killer – Giardia lamblia killing; Giardia lamblia trophozoite viability; activity change, % at 7.66 µM, hits read low; 340,000 tested, 0.15% active; in the data active = activity change below about -80%; inconclusive = between about -30% and that limit;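 also: parasites exposed to compound for two days anaerobically before the ATP read; % is scaled to controls: 0 for no effect and ±100 for the full control effect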
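Compounds were tested on trophozoites seeded at 100 cells/well and held 48 hrs at 37 deg C anaerobically. An ATP-based luminescent kit measured the remaining live cells.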
VP16 counter – counter-screen for ROR gamma inhibitors: Gal4-VP16 reporter; Drosophila S2 Gal4-VP16 UAS-luciferase, luminescence, 20 h; Potency, µM (top dose mostly 53.6 µM), for inactives: at the top dose activity, negative = inhibition, hits mostly inhibitors; 310,000 tested, 3.5% active;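 also: Gal4-VP16 expression switched on by copper sulfate through the metallothionein promoter; potency is read from the fitted curve at half-maximal effect; % is scaled to controls: 0 for no effect and ±100 for the full control effect; nearly all actives have a fitted effect of over 50% in size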
Rab9 prom act – activators of Rab9 promoter; Huh7 Rab9 promoter-luciferase reporter, luminescence, 24 h; 320,000 tested, 2.8% active; Potency, µM (top dose mostly 9.22 µM), for the others: top-dose activation, negative = inhibition, usual class: activators; AID 485297; also: potency is read from the fitted curve at half-maximal effect; % of control where 0% means no effect; nearly all actives have a fitted effect of over 60% in size
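Steps: seed 1500 Huh7 Rab9-luc cells per well, rest 2 h at 37 °C; add compound in DMSO; incubate 24 h; add luciferase reagent, 10 min ambient; read luminescence.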
Tb PFK inh – blocks T. brucei phosphofructokinase; T. brucei PFK, ADP-Glo luminescence; Potency, µM (top dose mostly 57.5 µM), inactives show top-dose activity, negative = inhibition, hits mostly inhibitors; AID 485367; 330,000 tested, 0.17% active;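 also: potency is read from the fitted curve at half-maximal effect; 0% = uninhibited 1x PFK enzyme wells and -100% = no-enzyme wells; nearly all actives have a fitted effect of over 60% in size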
Target sequence (O15648 whole entry, looked up): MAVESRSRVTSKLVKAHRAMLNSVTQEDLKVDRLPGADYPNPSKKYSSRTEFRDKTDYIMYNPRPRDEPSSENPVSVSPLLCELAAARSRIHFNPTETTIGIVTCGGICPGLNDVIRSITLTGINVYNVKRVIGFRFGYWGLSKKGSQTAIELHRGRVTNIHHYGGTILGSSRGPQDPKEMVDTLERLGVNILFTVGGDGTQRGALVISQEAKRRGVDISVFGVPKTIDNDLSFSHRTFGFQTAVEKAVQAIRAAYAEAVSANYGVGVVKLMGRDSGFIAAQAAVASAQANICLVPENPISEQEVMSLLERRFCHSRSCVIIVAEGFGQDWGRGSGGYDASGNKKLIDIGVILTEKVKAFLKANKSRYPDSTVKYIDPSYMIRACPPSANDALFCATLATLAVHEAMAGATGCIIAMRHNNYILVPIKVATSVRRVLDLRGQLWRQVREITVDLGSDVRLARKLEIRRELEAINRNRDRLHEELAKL
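PFK 1.25 nM, F6P 0.5 mM, ATP 0.1 mM, 0.1 M TEA pH 8.0, 5 mM MgCl2, 0.01% Tween20, 0.1% BSA; 45 min RT. ADP-Glo readout. qHTS titration up to 57 uM; curves fitted, compounds curve-classed.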
ELG1 genotoxic – inducers of genotoxicity in HEK293T ELG1-luciferase cells; AID 504466; HEK293T ELG1-luciferase reporter, luminescence, 16 h; 330,000 tested, 1.3% active; Potency, µM (doses to about 46 µM), for the others: top-dose activity change, positive = activation, actives largely listed as activators; also: potency is read from the fitted curve at half-maximal effect; % of control where 0% means no effect; nearly all actives have a fitted effect of over 60% in size
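Reporter readout depends on ELG1 protein level, which increases with genetic stress. After 16 hr compound exposure at 37 °C, luciferase activity was quantified using ONE-Glo.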
uPA generation – blocks generation of uPA at the cell surface; cell surface uPA generation assay, qHTS; Potency, µM (top dose mostly 38.3 µM), inactives show at the highest dose activity change, negative = inhibition, most hits filed as inhibitors; 330,000 tested, 0.31% active; AID 540303; active = well fitted inhibition curve with a large enough effect; inconclusive = small, poorly fitted or top-dose-only effect; inactive = no such curve, though single readings can be large or run the other way; tested in mouse RAW 264.7 cells; also: potency is read from the fitted curve at half-maximal effect; % is scaled to controls: 0 for no effect and ±100 for the full control effect; nearly all actives have a fitted effect of over 55% in size
NPC1 prom act – activates the NPC1 promoter | Huh7 NPC1 promoter luciferase reporter, 24 h | Potency, µM (top dose mostly 9.22 µM), for inactives: at the top dose activation, hits mostly activators | 320,000 tested, 2.4% active;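 also: potency is read from the fitted curve at half-maximal effect; % of control where 0% means no effect; nearly all actives have a fitted effect of over 60% in size; reporter is driven by a mutant NPC1 promoter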
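NPC1 promoter–luciferase Huh7 cells; 24 h compound; luminescence.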
RORg inh – ROR gamma (mouse) transcription inhibition; P51450; Drosophila S2 Gal4-RORgamma UAS-luciferase reporter, 20 h; Potency, µM (titrated, usually from 53.6 µM), inactives show top-dose activity change, negative = inhibition, usual class: inhibitors; 310,000 tested, 5.4% active; also: potency is read from the fitted curve at half-maximal effect; % is scaled to controls: 0 for no effect and ±100 for the full control effect; nearly all actives have a fitted effect of over 60% in size
Target sequence (P51450 whole entry, looked up, the tested form may be a part): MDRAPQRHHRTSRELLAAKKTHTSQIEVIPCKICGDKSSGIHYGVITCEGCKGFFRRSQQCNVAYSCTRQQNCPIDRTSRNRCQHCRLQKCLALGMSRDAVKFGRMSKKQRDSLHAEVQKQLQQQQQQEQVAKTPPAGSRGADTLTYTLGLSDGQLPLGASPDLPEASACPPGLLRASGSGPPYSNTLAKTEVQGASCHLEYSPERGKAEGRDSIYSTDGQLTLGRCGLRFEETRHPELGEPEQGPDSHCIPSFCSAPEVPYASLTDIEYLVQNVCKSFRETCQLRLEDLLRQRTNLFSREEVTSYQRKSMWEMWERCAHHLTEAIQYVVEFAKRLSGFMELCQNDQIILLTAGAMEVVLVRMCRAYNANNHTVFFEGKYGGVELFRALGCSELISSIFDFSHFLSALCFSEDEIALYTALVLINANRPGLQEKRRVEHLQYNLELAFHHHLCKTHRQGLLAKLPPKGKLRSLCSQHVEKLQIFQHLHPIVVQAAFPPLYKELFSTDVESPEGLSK
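Stable Schneider cell line, Gal4 DNA-binding domain fused to ROR gamma, UAS-luciferase. Cmpd 1 hr RT → CuSO4 700 uM final → 20 hr RT → luciferase reagent 10 min → luminescence.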
* = called active by the depositor; [ ] = another dose, or the depositor's remark. Unless noted, calls follow the shape of the dose curve; as a rule, active = well fitted curve in the direction sought with a large enough effect; inconclusive = small, poorly fitted or top-dose-only effect, or another doubt; inactive = no such curve, though single readings can be large; an effect the other way counts as inactive or inconclusive.

How did CSc1nc(-c2ccco2)nn1C(=O)c1ccccc1Cl do in these assays?
FLuc modulator: inconclusive; FBPA coupling cs: 0; KCNH2 3.1 block: 10; Giardia killer: -2; VP16 counter: inconclusive; Rab9 prom act: -5%; Tb PFK inh: 1%; ELG1 genotoxic: 1%; uPA generation: -1%; NPC1 prom act: -12%; RORg inh: -18%

How did Cc1ccccc1/C=N\NC(=O)c1ccccc1-n1cccc1 do in these assays?
FLuc modulator: -10%; FBPA coupling cs: 2; KCNH2 3.1 block: 12; Giardia killer: -17; VP16 counter: -5%; Rab9 prom act: 9%; Tb PFK inh: -1%; ELG1 genotoxic: -1%; uPA generation: 1%; NPC1 prom act: 4%; RORg inh: 19%

What do the screens show for `CC(C)COC(=O)C1C(=O)CC(C)(O)C(C(=O)OCC(C)C)C1c1cccnc1` (stereo unspecified)?
FLuc modulator: -2%; FBPA coupling cs: 3; KCNH2 3.1 block: -13; Giardia killer: -1; VP16 counter: -14%; Rab9 prom act: inconclusive; Tb PFK inh: -3%; ELG1 genotoxic: 2%; uPA generation: -1%; NPC1 prom act: -6%; RORg inh: 39%

What do the screens show for `C=CCN1C(=O)c2ccc(C(=O)N(CCOC)c3c(N)n(CCCC)c(=O)[nH]c3=O)cc2C1=O`?
FLuc modulator: -2%; KCNH2 3.1 block: -1; Giardia killer: 4; Rab9 prom act: 0%; Tb PFK inh: 1%; ELG1 genotoxic: 4%; uPA generation: -2%; NPC1 prom act: -1%

How did COC(=O)CC1COc2ccccc2N1S(=O)(=O)c1ccc(Br)cc1 (stereo unspecified) do in these assays?
FLuc modulator: 1%; FBPA coupling cs: -4; KCNH2 3.1 block: 0; Giardia killer: -25; VP16 counter: -1%; Rab9 prom act: 6%; Tb PFK inh: 1%; ELG1 genotoxic: -4%; uPA generation: inconclusive; NPC1 prom act: 0%; RORg inh: 14%

Results for COCCN(C(=O)Cc1cccs1)C(C(=O)NCc1ccc(OC)cc1)c1ccc(C(C)C)cc1 (stereo unspecified) ?
FLuc modulator: 0%; FBPA coupling cs: 0; KCNH2 3.1 block: 1; Giardia killer: 6; VP16 counter: 10%; Rab9 prom act: -7%; Tb PFK inh: -7%; ELG1 genotoxic: -4%; uPA generation: -5%; NPC1 prom act: 0%; RORg inh: inconclusive

How did O=C(c1ccccc1Oc1nnnn1-c1ccccc1)N1CCOCC1 do in these assays?
FLuc modulator: 3%; FBPA coupling cs: 4; KCNH2 3.1 block: -2; Giardia killer: 19; VP16 counter: 3%; Rab9 prom act: -5%; Tb PFK inh: -1%; ELG1 genotoxic: 1%; uPA generation: -3%; NPC1 prom act: 2%; RORg inh: 1%

What do the screens show for `NC(N)=N/N=C/c1ccccc1`?
FLuc modulator: 6%; FBPA coupling cs: 1; KCNH2 3.1 block: 12; Giardia killer: 13; VP16 counter: 10%; Rab9 prom act: 8%; Tb PFK inh: 0%; ELG1 genotoxic: 1%; uPA generation: -8%; NPC1 prom act: 0%; RORg inh: 5%

Results for CCCc1cc(=O)n2[nH]c(C)c(-c3ccccc3)c2n1 ?
FLuc modulator: -1%; FBPA coupling cs: 1; KCNH2 3.1 block: -2; Giardia killer: 27; VP16 counter: inconclusive; Rab9 prom act: -6%; Tb PFK inh: -3%; ELG1 genotoxic: -9%; uPA generation: 3%; NPC1 prom act: -1%; RORg inh: 7.1µM*

Results for Cc1ccc(C(O)C(=O)c2ccco2)cc1 (stereo unspecified) ?
FLuc modulator: 6%; KCNH2 3.1 block: 13; Giardia killer: 16; Rab9 prom act: 3%; Tb PFK inh: -3%; ELG1 genotoxic: -2%; uPA generation: -10%; NPC1 prom act: -2%

How did O=C(NNC(=O)C12CC3CC(CC(C3)C1)C2)c1cccc(O)c1 do in these assays?
FLuc modulator: 1%; FBPA coupling cs: 1; KCNH2 3.1 block: 1; Giardia killer: 26; VP16 counter: 2%; Rab9 prom act: 0%; Tb PFK inh: -3%; ELG1 genotoxic: 1%; uPA generation: -1%; NPC1 prom act: -1%; RORg inh: 2%

Results for O=C(NNC(=O)C1CCN(Cc2ccc(Cl)c(Cl)c2)CC1)c1cccs1 ?
FLuc modulator: -1%; FBPA coupling cs: 1; KCNH2 3.1 block: -8; Giardia killer: 5; VP16 counter: 1%[10 µM]; Rab9 prom act: 0%[1.84 µM]; Tb PFK inh: -1%; ELG1 genotoxic: -5%; NPC1 prom act: -4%; RORg inh: -1%

Arranged by molecular weight (rising): three of the compounds above
What do the screens show for `NC(N)=N/N=C/c1ccccc1`?
FLuc modulator: 6%; FBPA coupling cs: 1; KCNH2 3.1 block: 12; Giardia killer: 13; VP16 counter: 10%; Rab9 prom act: 8%; Tb PFK inh: 0%; ELG1 genotoxic: 1%; uPA generation: -8%; NPC1 prom act: 0%; RORg inh: 5%

How did Cc1ccccc1/C=N\NC(=O)c1ccccc1-n1cccc1 do in these assays?
FLuc modulator: -10%; FBPA coupling cs: 2; KCNH2 3.1 block: 12; Giardia killer: -17; VP16 counter: -5%; Rab9 prom act: 9%; Tb PFK inh: -1%; ELG1 genotoxic: -1%; uPA generation: 1%; NPC1 prom act: 4%; RORg inh: 19%

Results for O=C(NNC(=O)C1CCN(Cc2ccc(Cl)c(Cl)c2)CC1)c1cccs1 ?
FLuc modulator: -1%; FBPA coupling cs: 1; KCNH2 3.1 block: -8; Giardia killer: 5; VP16 counter: 1%[10 µM]; Rab9 prom act: 0%[1.84 µM]; Tb PFK inh: -1%; ELG1 genotoxic: -5%; NPC1 prom act: -4%; RORg inh: -1%

(cont.)
What do the screens show for `O=C(NC1=NCCS1)c1cc(-c2cccc(Br)c2)nc2ccccc12`?
FLuc modulator: 11µM*; FBPA coupling cs: -1; KCNH2 3.1 block: -1; Giardia killer: 30; VP16 counter: inconclusive; Rab9 prom act: -1%; Tb PFK inh: -1%; ELG1 genotoxic: -4%; uPA generation: 2%; NPC1 prom act: 2%; RORg inh: 7.1µM*

Results for CC(=O)Nc1c(C(=O)c2ccccc2)oc2ccccc12 ?
FLuc modulator: 4%; FBPA coupling cs: 0; KCNH2 3.1 block: -14; Giardia killer: 4; VP16 counter: 1%; Rab9 prom act: 5%; Tb PFK inh: 0%; ELG1 genotoxic: 0%; uPA generation: -4%; NPC1 prom act: 1%; RORg inh: -2%

What do the screens show for `CCNC(=O)CC1C(=O)N(c2ccc(F)cc2)C(=S)N1CCc1ccncc1` (stereo unspecified)?
FLuc modulator: -6%; FBPA coupling cs: 1; KCNH2 3.1 block: -10; Giardia killer: -5; VP16 counter: 3%; Rab9 prom act: 1%; Tb PFK inh: 3%; ELG1 genotoxic: 4%; uPA generation: 1%; NPC1 prom act: -1%; RORg inh: 31%

Results for CC1CCN(C(=O)c2cc3c(ccc4ccccc43)o2)CC1 ?
FLuc modulator: 0.76µM*; KCNH2 3.1 block: -14; Giardia killer: -26; VP16 counter: 10µM*; Rab9 prom act: 0.28µM*; Tb PFK inh: 1%; ELG1 genotoxic: 1µM*; uPA generation: -30%; NPC1 prom act: 0.45µM*; RORg inh: 4.5µM*

What do the screens show for `CC(=O)Nc1ccc(/C=C/c2nc3ccccc3o2)cc1`?
FLuc modulator: 4.8µM*; FBPA coupling cs: 0; KCNH2 3.1 block: -4; Giardia killer: 17; VP16 counter: -6%; Rab9 prom act: 0.45µM*; Tb PFK inh: 1%; ELG1 genotoxic: inconclusive; uPA generation: -7%; NPC1 prom act: 2.2µM*; RORg inh: -22%

How did COC(=O)c1ccc(NC(=O)c2ccc3c(c2)NC(=O)C2CCCN32)cc1 (stereo unspecified) do in these assays?
FLuc modulator: inconclusive; Rab9 prom act: -13%; Tb PFK inh: -22%; ELG1 genotoxic: 1%; NPC1 prom act: 2%

Results for CN(C)S(=O)(=O)c1ccc2nnn(OCC(=O)NC3CCS(=O)(=O)C3)c2c1 (stereo unspecified) ?
KCNH2 3.1 block: 8; Giardia killer: 1; Rab9 prom act: -1%; Tb PFK inh: 0%; ELG1 genotoxic: 1%; uPA generation: 6%; NPC1 prom act: 0%

How did CSC1=NCCN1C(=O)Cc1cccs1 do in these assays?
FLuc modulator: 6%; FBPA coupling cs: 4; KCNH2 3.1 block: 12; Giardia killer: 9; VP16 counter: 4%; Rab9 prom act: -8%; Tb PFK inh: -15%; ELG1 genotoxic: 5%; uPA generation: -6%; NPC1 prom act: -5%; RORg inh: 24%

How did COc1ccc(CNC(=O)C2CCC(CNS(=O)(=O)c3ccc(C)cc3)CC2)cc1 (stereo unspecified) do in these assays?
FLuc modulator: 2%; FBPA coupling cs: 3; KCNH2 3.1 block: -8; Giardia killer: -2; VP16 counter: 6%; Rab9 prom act: -2%; Tb PFK inh: 1%; ELG1 genotoxic: -4%; uPA generation: -2%; NPC1 prom act: 1%; RORg inh: 0%
